TR SRC2 fluor cs = Texas Red fluorescence interference in TRb-SRC2 counter-screen; TRb/SRC2 Texas Red total fluorescence interference; Potency, µM (series often up to 106 µM), inactives show at the top dose fluorescence change, negative = quenching; 280,000 tested, 0.29% active; AID 1479; active means well fitted curve in either direction with a large enough effect; inconclusive means small, poorly fitted or top-dose-only effect
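Flags fluorescent or light-absorbing compounds by total fluorescence, S + 2P, at 555 nm excitation and 632 nm emission. Mixture: 20 nM Texas Red SRC2 peptide, 0.6 uM human TRb LBD, 1 uM T3, 5% DMSO; compound exposure 5 h at ambient temperature.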
GoLoco inh red = RGS12 GoLoco-Gai1 interaction inhibition | P63096 | Gai1:RGS12 GoLoco peptide FP, rhodamine, 10 min | Potency, µM (series often up to 61.6 µM), without a hit: at the top dose activity, negative = inhibition, hits mostly inhibitors | 230,000 tested, 0.44% active | AID 880; active means well fitted inhibition curve with a large enough effect, not every such curve was filed as active; inactive means no such curve, though single readings can be large or run the other way; further: nearly all actives have a fitted effect of over 30% in size; many of its hits are not listed in these tables
Target sequence (P63096 whole entry, looked up): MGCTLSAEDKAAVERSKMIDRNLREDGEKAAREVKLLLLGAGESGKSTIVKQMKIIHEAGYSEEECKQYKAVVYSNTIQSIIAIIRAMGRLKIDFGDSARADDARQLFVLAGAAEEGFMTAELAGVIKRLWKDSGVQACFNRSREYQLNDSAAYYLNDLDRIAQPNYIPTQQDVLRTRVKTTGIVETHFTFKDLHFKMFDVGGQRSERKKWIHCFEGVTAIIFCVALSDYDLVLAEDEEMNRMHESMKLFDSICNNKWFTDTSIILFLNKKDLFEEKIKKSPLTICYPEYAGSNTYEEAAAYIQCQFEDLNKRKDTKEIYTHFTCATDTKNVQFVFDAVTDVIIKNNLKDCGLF
JMJD2E inh = inhibitors of human JMJD2E histone demethylase. JMJD2E catalytic domain, FDH-coupled NADH fluorescence (FDH is formaldehyde dehydrogenase). AID 2147. 230,000 tested, 1.6% active. Potency, µM (titrated, usually from 57.1 µM), without a hit: at the highest dose activity change, negative = inhibition, usual class: inhibitors; active means well fitted inhibition curve with a large enough effect, not every such curve was filed as active; inconclusive means small, poorly fitted or top-dose-only effect, or another doubt; inactive means no such curve, though single readings can be large or run the other way;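 further: 0% = wells with enzyme and -100% = buffer wells without enzyme; nearly all actives have a fitted effect of over 50% in size; many of its hits are not listed in these tables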
RECQ1 helicase = RECQ1 (human) helicase inhibition. AID 2549. 240,000 tested, 0.54% active. RECQ1 DNA unwinding, red fluorescence kinetic read. Potency, µM (highest dose often 57.3 µM), without a hit: at the highest dose activity, negative = inhibition, hits mostly inhibitors;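 further: plate controls were vehicle for no effect and no enzyme for full effect; nearly all actives have a fitted effect of over 30% in size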
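50 nM RECQ1T1 preincubated 15 min with compound in Tris pH 8.0 buffer with MgCl2, DTT, Tween-20 and 2.5 ug/ml poly(dI-dC); started with 200 nM TAMRA/BHQ-2 forked duplex and 2 mM ATP. Unwinding read as fluorescence (525/598 nm), two reads 2 h apart.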
Tau FP inhib = inhibitors of human tau fibril formation; 280,000 tested, 0.39% active; Potency, µM (doses to about 57.7 µM), for inactives: top-dose activity, negative = inhibition, usual class: inhibitors; K18 P301L tau heparin fibrillization, Alexa594 FP, 6 h; further: nearly all actives have a fitted effect of over 55% in size
Target sequence (P10636 561-689 P618L limits assumed): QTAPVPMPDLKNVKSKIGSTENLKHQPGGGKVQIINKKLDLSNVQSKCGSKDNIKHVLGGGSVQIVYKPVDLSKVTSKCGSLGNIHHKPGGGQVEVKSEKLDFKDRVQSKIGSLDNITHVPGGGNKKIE
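FP of Alexa 594-tau after heparin (20 uM) induction. Substrate: human K18 P301L, 15 uM unlabeled, 0.24 uM labeled. Buffer 100 mM sodium acetate pH 7. 6 hr, 37 C.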
Tau fibril ThT = tau fibrillization inhibition (ThT binding); recombinant tau K18 P301L (four-repeat tau fragment), heparin-induced fibrillization, ThT fluorescence; 270,000 tested, 2.1% active; Potency, µM (titrated, usually from 57.4 µM), without a hit: top-dose activity, negative = inhibition, usual class: inhibitors; AID 1460; further: nearly all actives have a fitted effect of over 55% in size
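Heparin-induced fibrillization of the P301L-mutant K18 repeat-domain fragment of human tau was followed by ThT binding in quantitative high-throughput format.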
TRb-SRC2 inh = inhibitors of human thyroid hormone receptor beta-SRC2 interaction | P10828 | TRbeta-SRC2 peptide binding, fluorescence polarization; receptor liganded with 1 µM T3 | Potency, µM (top dose mostly 106 µM), for the others: top-dose activity change, negative = inhibition, usual class: inhibitors | 280,000 tested, 0.065% active | AID 1469;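 further: plate controls were bound peptide for no effect and peptide without receptor for full effect; nearly all actives have a fitted effect of over 50% in size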
Target sequence (P10828 whole entry, looked up): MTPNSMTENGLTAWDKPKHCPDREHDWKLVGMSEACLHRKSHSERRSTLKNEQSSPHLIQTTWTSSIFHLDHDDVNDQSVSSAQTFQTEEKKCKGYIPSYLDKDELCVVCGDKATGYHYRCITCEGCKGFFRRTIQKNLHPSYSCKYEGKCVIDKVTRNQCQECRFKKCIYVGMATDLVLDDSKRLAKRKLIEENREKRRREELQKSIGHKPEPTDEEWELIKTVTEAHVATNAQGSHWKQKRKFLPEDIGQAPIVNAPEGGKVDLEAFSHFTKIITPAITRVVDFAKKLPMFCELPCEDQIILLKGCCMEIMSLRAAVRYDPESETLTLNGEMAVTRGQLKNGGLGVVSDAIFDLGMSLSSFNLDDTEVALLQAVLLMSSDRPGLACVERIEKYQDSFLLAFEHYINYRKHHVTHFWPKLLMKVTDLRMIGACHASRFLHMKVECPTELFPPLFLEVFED
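Read-out is fluorescence polarization (555 nm excitation, 632 nm emission) of a Texas Red SRC2 coactivator peptide; loss of signal reflects blocked binding to human TRb ligand-binding domain in the presence of 1 uM T3.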
L3MBTL1 block = L3MBTL1 (human) inhibition; AlphaScreen L3MBTL1–H3K9me1 peptide binding; Potency, µM (doses to about 57.1 µM), for the others: top-dose activity, negative = inhibition, usual class: inhibitors; 230,000 tested, 0.66% active; AID 485360; further: nearly all actives have a fitted effect of over 60% in size
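Displacement of a biotinylated histone H3(1-15) peptide monomethylated at Lys9 (75 nM) from L3MBTL1 (50 nM) was measured by AlphaScreen after a 30 min room-temperature compound incubation; cefsulodin titration served as intraplate control.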
* marks the source's active call; other numbers are inactive results; i = inactive; ? = inconclusive; · = no result given; [ ] = remark or other dose. Unless noted, the call rests on the fitted dose curve; in most records, active means well fitted curve in the direction sought with a large enough effect; inconclusive means small, poorly fitted or top-dose-only effect, or another doubt; inactive means no such curve, though single readings can be large; an effect the other way counts as inactive or inconclusive. Unless noted, on the % scale 0 is the no-effect control and ±100 the full control effect; potency means the concentration at half of the fitted maximal effect. A portion of the library. The share of hits here may be higher or lower than overall.

SMILES	TR SRC2 fluor cs	GoLoco inh red	JMJD2E inh	RECQ1 helicase	Tau FP inhib	Tau fibril ThT	TRb-SRC2 inh	L3MBTL1 block
Cc1ccc(Cn2c(CO)cnc2SCc2ccc(F)cc2)cc1	?	·	·	·	-1%	-8%	-4%	·
CCn1cc(S(=O)(=O)c2cc(C)cc(C)c2)c(=O)c2cc(F)c(N3CCC(C)CC3)cc21	-17%	·	·	·	-8%	-11%	1%	·
CCOc1ccc(CN2CCN(Cc3cccn3-c3cccnc3)CC2CCO)cc1 (stereo not given)	-3%	7%	2%	-7%	0%	-12%	5%	-10%
CC(Oc1ccccc1)C(=O)OCC(=O)N1CC(=O)Nc2ccccc21 (stereo not given)	-2%	3%	2%	-13%	-1%	5%	-2%	8%
COc1cccc(-c2nn(C)c3sc(C(=O)NCc4ccccn4)cc23)c1	-3%	-13%	?	-1%	2%	-16%	-10%	·
CC(C)(C)OC(=O)NCCCC[C@H](NC(=O)c1[nH]cnc1C(=O)Nc1ccc(Cl)cc1)C(=O)OC(C)(C)C	-3%	6%	22µM*	-13%	?	-4%	4%	·
O=C1C(Cl)=C(N2CCCCC2)C(=O)N1c1ccccc1	0%	-11%	6%	-2%	2%	0%	5%	53%[activator]
Cc1ccc(NC(=O)/C(=C\c2ccc3c(c2)OCO3)NC(=O)c2ccco2)cc1	-1%	11%	3%	-9%	8%	1%	-7%	-7%
Cc1ccsc1/C=C1/SC(=O)N(CC(=O)N2CCOCC2)C1=O	-4%	9%	-5%	-4%	2%	-6%	-2%	-9%
COc1ccc(C2C(C(=O)N3CCOCC3)CCC(=O)N2c2cc(OC)c(OC)c(OC)c2)cc1 (stereo not given)	0%	4%	11%	-5%	12%	4%	-11%	-18%
COc1ccc2cc(CN(CCc3ccccc3)Cc3nnnn3Cc3ccco3)c(=O)[nH]c2c1	-7%	16%	?	-26%	-1%	?	-1%	-16%
CC(C)C(NS(=O)(=O)c1cccs1)C(=O)NCCN1CCN(c2ccccc2)CC1 (stereo not given)	-2%	-1%	1%	-14%	-2%	-10%	-3%	-3%
CC1Cc2ccccc2N1C(=O)CSc1nc2ccccc2n1CC(=O)N1CCOCC1 (stereo not given)	-2%	5%	0%	-4%	12%	-2%	5%	-4%
Cc1ccc(C)c(/C=N/n2cc(-c3ccccc3)[nH]c2=S)c1	-2%	0%	?	i	6%	?	-7%	-15%
COc1ccc(-c2ccc(SCC(=O)N3CCOCC3)nn2)cc1	1%	8%	-20%	-4%	9%	4%	0%	1%
CCCCC/C=C\C/C=C\CCCCCCCCCC(N)=O	0%	6%	?	-12%	7%	-6%	6%	·
O=C(Nc1ccccc1)c1ccccc1NC(=O)C(F)(F)F	-1%	2%	4%	-5%	-13%	-6%	-6%	·
Fc1ccc(NCc2nnc3n2CCCCC3)cc1	-1%	-3%	7%	-1%	6%	-2%	3%	19%
Cc1ccc(/C=N/NC(=O)c2ccoc2C)o1	-3%	1%	-13%	i	3%	-2%	3%	4%
CCn1c(COc2ccccc2C)nnc1SCc1nc2ccccc2c(=O)[nH]1	-6%	5%	-6%	0%	-4%	-2%	10%	2%
Cc1cc(C)n(-c2cc(N3CCN(C(=O)c4ccc(C(C)(C)C)cc4)CC3)ccc2[N+](=O)[O-])n1	-2%	-10%	-1%	-21%	9%	?	5%	-6%
COc1ccccc1C1CCN(c2ccc([N+](=O)[O-])cn2)CC1	0%	6%	5%	-8%	-12%	?	-4%	-8%
O=c1oc2ccccc2cc1-c1csc(Nc2nc3c(F)cccc3s2)n1	-1%	49%[activator]	4%	-10%	10%	?	-7%	-3%
CCn1nc(C(=O)OCc2c(C)noc2C)c2ccccc2c1=O	-2%	0%	3%	9%	-15%	-9%	-15%	2%
Nc1nc(SCc2nc3sc4c(c3c(=O)[nH]2)CCCC4)n[nH]1	0%[53 µM]	24%	5%	-12%	12%	-5%	-2%[53 µM]	-1%

Further entries follow.
SMILES	TR SRC2 fluor cs	GoLoco inh red	JMJD2E inh	RECQ1 helicase	Tau FP inhib	Tau fibril ThT	TRb-SRC2 inh	L3MBTL1 block
Cc1ccc(NC(=O)c2ccc3c(c2)nnn3C)cc1	-4%	-1%	-28%	-2%	2%	2%	-5%	7%
Cc1ccc(CSc2ccc3nnc(-c4ccccn4)n3n2)cc1	1%	6%	9%	i	2%	2%	2%	?
COC(=O)c1cc(=O)nc2sc(-c3cccs3)nn12	0%	-1%	2%	0%	2%	-4%	6%	8%
CCOc1ccccc1C(=O)NCc1ccc2c(c1)CCN2C(=O)c1ccc(F)cc1	-4%	·	·	·	2%	?	-3%	·
COc1ccc(C(=O)Nc2ccc3oc(-c4ccc(OC)cc4)nc3c2)cc1	?	·	·	·	-7%	?	-3%	·
CCOC(=O)C1CCN(Cc2nc(-c3ccc(OC)c(OC)c3)no2)CC1	0%	-1%	1%	-5%	7%	-3%	-5%	-4%
Cn1cc([N+](=O)[O-])c(C(=O)N/N=C/c2cc3c(cc2Br)OCO3)n1	-4%	8%	-13%	i	15%	-15%	0%	1%
Cc1ccc(CSc2oc(-c3ccco3)nc2S(=O)(=O)c2ccc(C)cc2)cc1	0%	·	·	·	?	-5%	-3%	·
Cc1c(NC(=O)c2ccc(-c3cccc([N+](=O)[O-])c3)o2)cccc1-c1nc2cc(Cl)ccc2o1	?	·	·	·	-1%	?	3%	·
CCCCCCCC(=O)OC(CN1CCCCCC1)CN1CCCC1=O (stereo not given)	0%	-10%	2%	-12%	9%	-5%	2%	10%
Cc1ccc(C(=O)NC(=C(Cl)Cl)S(=O)(=O)c2ccc(Cl)cc2)cc1	2%	2%	-3%	i	?	?	5%	5%
CN(C)S(=O)(=O)c1ccc(Cl)c(NC(=O)CSc2nc3c(cc2C#N)C(=O)CC(C)(C)C3)c1	0%	3%	-2%	?	-3%	-8%	-4%	-3%
O=C(c1cccs1)c1ccc(-c2cccs2)s1	-2%	30%	-4%	-5%	0%	9%	5%	108%[activator]
O=C(Nc1nc2nc(-c3ccccc3)cc(=O)n2[nH]1)c1ccc(F)cc1	-3%	·	·	·	3%	7%	9%	-3%
CCOc1ccccc1NC(=O)Nc1ccc2nc(N3CCN(C)CC3)cc(C)c2c1	-2%	·	·	·	5%	14µM*	-2%	·
Cc1cc(C)cc(NC(=O)CSc2nnc(Cn3c(=O)sc4ccccc43)n2C)c1	-6%	2%	0%	-7%	-6%	-5%	4%	28%
CCc1ccc2[nH]c(=O)c(CN(Cc3ccccc3OC)Cc3nnnn3Cc3ccco3)cc2c1	1%	9%	?	?	4%	-16%	7%	-16%
O=C(CN1C2=NCCN2c2ccccc21)c1cccs1	-3%	3%	8%	0%	7%	3%	-1%	0%
CCCCCCn1c(SCC(C)C)nc2c1c(=O)[nH]c(=O)n2C	-8%	-10%	7%	i	-2%	-12%	-3%	-3%
Cc1nc(CNS(=O)(=O)c2cc([N+](=O)[O-])ccc2C)cs1	0%	5%	4%	-2%	-1%	3%	-1%	5%
NC(=O)c1ccc[n+]([C@@H]2OC(COP(=O)([O-])OP(=O)(O)OCC3OC(n4cnc5c(N)ncnc54)C(OP(=O)(O)O)C3O)C(O)C2O)c1 (stereo not given in full)	0%	2%	?	-1%	-13%	?	-5%	·
O=C(Nc1ccc(-c2nc3c(ccc4ccccc43)o2)cc1)c1ccco1	0%	24%	?	-6%	-17%	-3%	-9%	·
Cc1ccc(NC(=O)c2cc(-c3ccco3)on2)cc1	-4%	1%	?	i	-3%	-18%	-2%	1%
COc1ccc(S(=O)(=O)N2CCOCC2)cc1NC(=O)CSc1nnc2ccccn12	-1%	6%	?	-2%	4%	0%	-15%	0%
OCC1OC(c2ccccc2)C=CC1Oc1ccc(C2CCCC2)cc1 (stereo not given)	-6%[11.2 µM]	·	·	i[11.5 µM]	-7%[11.6 µM]	-14%[11.5 µM]	-2%[11.2 µM]	·

Compound profiles, as listed above:
OCC1OC(c2ccccc2)C=CC1Oc1ccc(C2CCCC2)cc1 (stereo not given) reads TR SRC2 fluor cs = -6%[11.2 µM]; GoLoco inh red = ·; JMJD2E inh = ·; RECQ1 helicase = i[11.5 µM]; Tau FP inhib = -7%[11.6 µM]; Tau fibril ThT = -14%[11.5 µM]; TRb-SRC2 inh = -2%[11.2 µM]; L3MBTL1 block = ·
Cc1ccc(CSc2oc(-c3ccco3)nc2S(=O)(=O)c2ccc(C)cc2)cc1 reads TR SRC2 fluor cs = 0%; GoLoco inh red = ·; JMJD2E inh = ·; RECQ1 helicase = ·; Tau FP inhib = ?; Tau fibril ThT = -5%; TRb-SRC2 inh = -3%; L3MBTL1 block = ·

Next part:
SMILES	TR SRC2 fluor cs	GoLoco inh red	JMJD2E inh	RECQ1 helicase	Tau FP inhib	Tau fibril ThT	TRb-SRC2 inh	L3MBTL1 block
COC(=O)c1cc2ccsc2n1CC(=O)Nc1cc(C)cc(C)c1	0%	1%	-4%	-7%	-5%	-5%	7%	?
Cc1ccccc1CSCCNS(C)(=O)=O	-3%	4%	-3%	-3%	0%	-5%	2%	·
O=C(CC1NCCc2ccccc21)Nc1cccc(Cl)c1 (stereo not given)	-3%	8%	15%	-2%	-1%	-5%	-3%	0%
CCn1c2ccccc2c2cc(Nc3cc(C)nc4ncnn34)ccc21	-3%	15%	4%	-3%	6%	?	-4%	?
Cc1ccccc1-n1c(SC/C(O)=C(\C#N)c2nc3ccccc3[nH]2)nnc1-c1ccncc1	-2%	70%[activator]	?	i	5%	?	-7%	-2%
O=c1c(Cc2ccc(F)cc2)c(O)ccn1CCc1ccccn1	-4%	18%	3%	i	-5%	-2%	-5%	6%[11.4 µM]
O=C(COC(=O)c1ccccc1Cl)Nc1nccs1	0%	-9%	2%	0%	-11%	-19%	9%	?
COc1ccc(N2C(=O)C(Cl)=C(Oc3cccc(OC)c3)C2=O)cc1	0%	-38%	-6%	-1%	22µM*	14µM*	-5%	-9%
Cc1cccc(NC(=O)/C(C#N)=C/c2ccc(Sc3ccccc3)o2)c1C	1%	6%	9%	-2%	-14%	-13%	-1%	-4%
COc1cccc(-n2c(SCc3ccccn3)nc3c(c2=O)SCC3)c1	0%	8%	4%	0%	6%	-8%	7%	·
N#Cc1c(NC(=O)C2C3C=CC(C3)C2C(=O)O)sc2c1CCCCC2 (stereo not given)	-3%	-5%	-4%	i	6%	-16%	-9%	-9%
Cc1ccccc1NC(=O)CN1C(=O)S/C(=C\c2cccn2-c2cccc(C(=O)O)c2)C1=O	-1%	136%[activator]	-13%	?	0%	?	11%	?
